From PubChem
KB-3-1 cytotox: qHTS assay for MDR1-selective chemotherapeutics: Primary screen using the parental adenocarcinoma cell KB-3-1 | KB-3-1 viability, CellTiter-Glo ATP luminescence, 72 h | Potency, µM (highest dose often 46.1 µM), for the others: top-dose activity change, negative = cytotoxic, actives largely listed as cytotoxic | actives 1.4% (n = 400,000) | AID 1347075, 2019; note: potency is the fitted concentration of half-maximal effect; % is set by controls: 0 for no effect and ±100 for the full control effect; nearly all actives have a fitted effect of over 60% in size
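Viability of parental KB-3-1 cells, measured by CellTiter-Glo luminescence, followed a 72 h incubation at 37 °C with pinned compounds in phenol-red-free DMEM containing 10% FBS.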
ATXN viability: Viability Counterscreen for Primary qHTS for Inhibitors of ATXN expression. Potency, µM (doses to about 56.7 µM), usual class: cytotoxic. actives 0.49% (n = 400,000). S2 cells (HEK-293 line with an ATXN2-luciferase reporter) viability, CellTiter-Fluor protease fluorescence, 24 h; note: potency is the fitted concentration of half-maximal effect; nearly all actives have a fitted effect of over 40% in size
HT1080-NT tox: qHTS for induction of synthetic lethality in tumor cells producing 2HG: qHTS for the HT-1080-NT fibrosarcoma cell line; HT-1080-NT fibrosarcoma viability, CellTiter-Glo ATP luminescence, 48 h; Potency, µM (titrated, usually from 46.1 µM), without a hit: top-dose activity, negative = less viability, usual class: cytotoxic; actives 1.6% (n = 360,000);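 note: NT is the 2HG producing partner of a matched IDH1 knockdown line; potency is the fitted concentration of half-maximal effect; 0% = DMSO-treated cells and -100% = media-only wells without cells; nearly all actives have a fitted effect of over 55% in size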
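A 48-hour cytotoxicity screen used HT-1080-NT cells plated 2 hours before compound delivery. ATP-based CellTiter-Glo luminescence measured viability, normalized to DMSO and no-cell controls.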
HT1080 IDH1KD tx: qHTS for induction of synthetic lethality in tumor cells producing 2HG: qHTS for the HT-1080-IDH1KD cell line | HT-1080 IDH1 knockdown viability, ATP luminescence, 48 h | Potency, µM (titrated, usually from 46.1 µM), for the others: at the highest dose activity, negative = toxicity, actives largely listed as cytotoxic | actives 2% (n = 360,000);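 note: potency is the fitted concentration of half-maximal effect; 0% = DMSO wells and -100% = cell-free medium wells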
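Luminescent ATP read-out (CellTiter-Glo, 10 min at room temperature) after 48 h compound exposure at 37 °C gave viability of IDH1-knockdown HT-1080 cells. Activity was normalised to DMSO and cell-free wells, then fitted as concentration-response curves.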
IL1B secr inh: qHTS for Inhibitors of Inflammasome Signaling: IL-1-beta AlphaLISA Primary Screen; THP-1 LPS/ATP IL-1B secretion, AlphaLISA, 16 h; active compounds read low; activity change, % at 57.5 µM; actives 4.7% (n = 360,000); AID 743279, 2014; in the data active = activity change below about -50%; inconclusive = mostly about -30% to -49%; note: % is set by controls: 0 for no effect and ±100 for the full control effect
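Secreted IL-1B measured by AlphaLISA bead assay after 16 h compound exposure of THP-1 cells; compounds (final up to 57.5 uM) added 1 h before LPS (250 ng/mL) and ATP (1.25 mM) stimulation; lower signal means less secretion.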
ATXN2 expr inh: Primary qHTS for Inhibitors of ATXN expression; actives 0.72% (n = 360,000); HEK-293 ATXN2-luciferase reporter, luminescence, 24 h; Potency, µM (highest dose often 57 µM), for the others: at the highest dose activity change, negative = inhibition, most hits filed as inhibitors; AID 1745845, 2022; note: potency is the fitted concentration of half-maximal effect; % is set by controls: 0 for no effect and ±100 for the full control effect; nearly all actives have a fitted effect of over 55% in size
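ATXN2-luciferase reporter cells (luciferase flanked by upstream and downstream ATXN2 gene portions) were treated 24 h at 37 °C with compounds at up to 57 uM. SteadyGlo luminescence gave expression; GF-AFC fluorescence gave viability.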
HepG2 viability: qHTS for Inhibitors of TGF-b: Cytotox Counterscreen. HepG2 CAGA-GFP viability, ATP luminescence, 18 h. Potency, µM (series often up to 46.1 µM), for inactives: at the highest dose activity change, negative = cytotoxicity, most hits filed as cytotoxic. actives 0.76% (n = 410,000); note: potency is the fitted concentration of half-maximal effect; some results filed as inactive show a strong effect at the top dose
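HepG2 CAGA-GFP cells (1000/well, DMEM with 1% FBS) received compound, then TGF-beta at 500 pg/mL final, and were incubated 18 hours at 37 degrees C. Viability was read by CellTiter-Glo luminescence. Media-only wells were set as complete cell-killing and DMSO as no toxicity.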
MCF10A rereplic: A quantitative high throughput screen for small molecules that induce DNA re-replication in MCF 10a normal breast cells. MCF 10A DNA re-replication, Hoechst nuclear intensity, 48 h. Potency, µM (titrated, usually from 46.1 µM), for the others: at the highest dose activity, positive = re-replication, usual class: activators. actives 2.9% (n = 350,000); note: potency is the fitted concentration of half-maximal effect; % of control where 0% means no effect; nearly all actives have a fitted effect of over 50% in size
SW480 rereplic: A quantitative high throughput screen for small molecules that induce DNA re-replication in SW480 colon adenocarcinoma cells; SW480 DNA re-replication, Hoechst DNA content imaging, 48 h; Potency, µM (top dose mostly 46.1 µM), for inactives: at the top dose re-replication activation, usual class: activators; actives 1.8% (n = 340,000); AID 624297, 2012; note: potency is the fitted concentration of half-maximal effect; % of control where 0% means no effect; nearly all actives have a fitted effect of over 55% in size
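Hoechst fluorescence of nuclei (405 nm excitation, 500-530 nm emission) measured by plate-scanning imager after 48 hr compound exposure at 37 C; re-replication scored as increased number of nuclei with elevated intensity.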
An asterisk follows results filed as active; i = inactive; u = inconclusive; x = not tested or not shown; [ ] = another dose, or the depositor's remark. Unless noted, calls come from the whole dose curve; as a rule, active = well fitted curve in the direction sought with a large enough effect; inconclusive = small, poorly fitted or top-dose-only effect, or another doubt; inactive = no such curve, though single readings can be large; an effect the other way counts as inactive or inconclusive.

SMILES	KB-3-1 cytotox	ATXN viability	HT1080-NT tox	HT1080 IDH1KD tx	IL1B secr inh	ATXN2 expr inh	HepG2 viability	MCF10A rereplic	SW480 rereplic
O=C(COC(=O)CCCSc1nc2ccccc2[nH]1)NC(=O)NC1CCCC1	-19.9%	i	-3.8%	-8.0%	3.2	-12.1%	-4.2%	u	u
COc1ccc(CC(=O)OCC(=O)Nc2ncc(Cl)cc2Cl)cc1	6.1%	i	0.9%	0.3%	1.5	-4.4%	4.3%	4.6%	0.5%
CCOC(=O)c1cccc(NC(=O)CCc2c(C)nn(-c3ccc(N4CCOCC4)nn3)c2C)c1	2.8%	i	x	x	x	10.2%	0.1%	x	x
CCC1SC2=NC(C)=C(C(=O)OCCOC)C(c3ccc(C(=O)OC)cc3)N2C1=O (configuration not stated)	12.4%	i	-10.3%	-7.2%	7.7	1.9%	-3.4%	0.0%	-0.4%
C=CCn1c(SCC(=O)Nc2cc(C)on2)nnc1-c1ccccc1F	9.2%	i	17.5%	16.9%	-7.2	-12.6%	14.5%	u	-9.9%
CCN(CC)S(=O)(=O)c1ccc(N/N=C/c2cccnc2)nc1	19.6%	i	0.0%	5.9%	-11.9	x	-1.8%	2.2%	-10.2%
Cc1ccc(-c2noc(CN(C)C(=O)Nc3ccc(F)cc3)n2)cc1	-0.6%	i	-0.8%	-8.7%	34.3	-14.1%[11.3 µM]	3.5%	1.0%	-6.6%
COc1ccc(NC(=O)C2Cc3ccccc3N2C(=O)c2ccccc2)cc1OC (configuration not stated)	1.5%	i	x	x	x	0.8%	0.5%	x	x
COc1ccccc1C(CCN(Cc1cccs1)C(C)=O)c1ccco1 (configuration not stated)	-4.4%	i	-2.0%	-2.3%	-97.7*	-10.5%	-3.7%	18.6%	2.2%
CCNC(=O)c1c(C)[nH]c(C(=O)OCC)c1C	-5.1%	i	10.4%	-1.2%	72.0	2.4%	1.8%	-18.1%	u
Nn1c(SCC(=O)N2CCCC2=O)nnc1-c1cccs1	8.9%	i	6.1%	2.2%	3.7	4.0%	1.4%	1.5%	3.7%
CC(C)Cc1cc(C(=O)NCCN2CCOCC2)no1	-1.8%	i	7.7%	0.6%	2.2	1.9%	-0.2%	-1.2%	5.2%
Cc1cc(C)nc(NS(=O)(=O)c2ccc(N/C=C/C(=O)c3ccc(Cl)c(Cl)c3)cc2)n1	9.3%	i	18.7%	26.4%	28.7	-9.2%	7.1%	u	u
CC(Sc1nc(N)c(NC(=O)c2ccc(Br)o2)c(=O)[nH]1)C(=O)O (configuration not stated)	-2.1%	u	5.9%	19.9%	i	-0.7%	8.5%	0.3%	-16.6%
O=C(NC1CC1)c1ccc2c(c1)C1C3CCC(C3)C1C(c1ccccc1)N2 (configuration not stated)	-0.1%	i	3.6%	3.7%	u	5.2%	-19.6%	u	-5.0%
O=C(Nc1ncccn1)c1ccc(C(F)(F)F)cc1	-18.2%	i	-0.8%	0.9%	8.6	18.1%	-1.1%	u	-16.8%
COCCCNC(=O)CSc1nc2ccccc2c(=O)n1Cc1ccco1	3.8%	i	x	x	x	-1.0%	5.5%	x	x
CC(=O)Oc1ccccc1C1=NN(C(C)=O)C(c2ccccc2)C1 (configuration not stated)	1.8%	i	7.6%	3.5%	0.6	13.7%	-15.3%	-3.3%	-16.4%
CN1C[C@@H]2[C@@H]3C(=O)N(Cc4ccccc4)C(=O)[C@@H]3[C@](C)(C1=O)N2C(=O)c1ccc(C(C)(C)C)cc1	29.7%	i	0.1%	7.3%	0.3	-1.4%	-13.4%	-7.3%	1.9%
Cc1cc(C)cc(C(O)c2ncc(-c3cccc(F)c3)[nH]2)c1 (configuration not stated)	0.0%	i	-3.5%	-26.6%	-16.4	-6.9%	-6.2%	x	x
O=C(COC(=O)c1cc(=O)c2ccccc2o1)Nc1ccccc1F	19.4%	u	10.4%	8.5%	0.0	6.0%	-25.2%	-17.8%	-8.5%
OC(CN1CCN(Cc2ccccc2)CC1)c1ccccc1 (configuration not stated)	0.2%	i	-6.5%	-0.2%	-9.8	x	6.6%	0.0%	-6.6%
O=C(c1cc2ccccc2o1)N1CCN(S(=O)(=O)/C=C/c2ccccc2)CC1	-21.2%	i	-15.1%	-9.1%	-14.2	0.6%	-16.9%	8.3%	-6.7%
OC(C[n+]1ccccc1)c1ccccc1 (configuration not stated)	16.1%	i	-11.3%	0.1%	19.9	-0.8%	-9.8%	0.4%	6.0%
O=C(Nc1cccc(Cl)c1)C1CCCN(S(=O)(=O)c2ccc(F)cc2)C1 (configuration not stated)	u	i	u	u	-51.2*	-20.2%	4.6%	27.6%	10.1%
CCOC(=O)c1c(-c2cccc([N+](=O)[O-])c2)csc1NC(=O)C1CC1	1.1%	i	u	u	u	-31.8%	-26.3%	u	19.6%
O=C(/C=C/c1cc2c(cc1Br)OCO2)NCc1ccc(Cl)cc1	0.9%	i	-0.8%	-4.6%	-8.8	-9.1%	-76.9%	-3.8%	-5.9%
Cc1cc(C)cc(OCC(=O)NNC(=O)c2cc3ccccc3oc2=O)c1	19.1%	i	10.5%	20.3%	-0.7	12.7%	7.1%	-0.3%	9.0%
O=C(CN(CCc1ccccc1)C(=O)Cn1nnc(-c2cccs2)n1)NCc1ccco1	0.8%	i	-0.9%	5.5%[9.24 µM]	-6.1	1.6%	0.0%	8.3%	4.8%
COc1cccc(NC(=O)CCS(=O)(=O)c2cccs2)c1	11.9%	i	-5.7%	-7.0%[9.24 µM]	20.5	36.7%	-3.5%	1.0%	-4.2%
Cc1ccc(C)c(N2CCN(C(=O)CS(=O)(=O)c3cccc4nsnc34)CC2)c1	-5.3%	i	x	x	x	-10.4%	-8.4%	x	x
CC(C)Cn1c(N)c(C(=O)COC(=O)[C@@H]2CCCN2C(=O)c2cccs2)c(=O)n(C)c1=O	2.1%	i	2.4%	10.1%	59.4	23.5%	-26.1%	1.7%	u
CCOc1ccc(CCNC(=O)CSCc2ccc(C)cc2)cc1OCC	-8.3%	x	2.1%	-2.4%	11.4	8.5%	1.7%	20.2%	-1.4%
COc1ccc(-n2c(-c3ccc(C)cc3)cc3c2CC(C)(C)CC3=O)cc1Cl	3.8%	i	x	x	x	7.5%	-4.8%	x	x
COc1ccc(NS(=O)(=O)c2ccc(NC(=O)Cc3cccs3)cc2)cc1	-12.2%	i	-14.4%	-19.6%	8.4	-6.8%	-23.2%	5.5%	9.5%
Cc1cc(C)cc(-n2ccnc2SCC(=O)Nc2nc3ccc(C)cc3s2)c1	u	i	x	x	x	5.5%	-33.9%	x	x
CC(=O)C[C@@H](O)CC(=O)[C@@H]1OC(=O)CCCCCCCc2ccccc21	-0.5%	i	18.3%	0.4%	-8.7	-1.3%	-8.8%	-11.0%	-5.0%
CCc1ccc(N(CC(=O)NC(C)C)C(=O)CCC(=O)Nc2ccccn2)cc1	-11.7%	i	0.3%	-2.8%	-3.5	-0.6%	-5.6%	-4.9%	-2.6%
O=c1oc2c(-c3cccc(F)c3)cc(O)cc2s1	-3.6%	i	-2.5%	-25.9%	0.0	u	-4.7%	u	u
C=CCS(=O)(=O)N1CCCC(C(=O)c2cccc(Cl)c2)C1 (configuration not stated)	-1.3%	i	-7.6%	-8.6%	18.2	-21.2%	-9.8%	2.9%	-3.2%
CC1(C)Cc2c(sc3nnn(Cc4ccc(Cl)cc4)c(=O)c23)CO1	u	i	4.2%	-1.1%	-8.9	-14.8%	-3.0%	27.5%	19.9%
O=C(CSCc1ccc(C(=O)O)cc1)Nc1ccccc1	3.2%	i	14.4%	12.3%	11.6	2.7%	-16.0%	1.5%	-2.5%
Cn1c(N)c(C(=O)COC(=O)CNC(=O)c2ccccc2F)c(=O)n(C)c1=O	17.4%	i	-1.3%	-0.9%	-9.4	-18.1%	-41.3%	4.5%	6.1%
CCc1nnc(NC(=O)c2nn(-c3ccccc3)nc2C)s1	7.1%	i	21.6%	20.0%	8.4	x	-0.6%	9.6%	0.3%
COc1ccc(C)cc1S(=O)(=O)Nc1ccccc1	-0.8%	i	4.0%	-13.6%	-3.3	-0.3%	-24.5%	-0.9%	1.1%
COc1ccc(COc2cc(-c3cccc(OC)c3)nc3ccc(NC(=O)c4ccc(Cl)cc4)cc23)cc1	u	u	u	u	103.6	-19.4%	-0.2%	25.9µM*	23.1µM*
CCn1c(SCC(=O)Nc2ccc(NC(C)=O)cc2)nc2c1c(=O)n(C)c(=O)n2C	5.2%	i	-20.3%	-14.3%	8.9	6.2%	-16.1%	1.4%	-20.5%
Cc1ccc(Nc2nc3ccccc3n3cnnc23)cc1Cl	-5.5%	u	8.0%	21.6%	62.3	35.2%	-4.5%	-0.2%	-1.6%
O=C(COc1ccc(Cl)cc1)Nc1ccc2[nH]ncc2c1	-3.1%	i	9.7%	17.0%	-10.1	0.4%	-9.9%	u	0.0%

Profiles from above. Screens in order: KB-3-1 cytotox | ATXN viability | HT1080-NT tox | HT1080 IDH1KD tx | IL1B secr inh | ATXN2 expr inh | HepG2 viability | MCF10A rereplic | SW480 rereplic
CCc1nnc(NC(=O)c2nn(-c3ccccc3)nc2C)s1 across the screens: 7.1% | i | 21.6% | 20.0% | 8.4 | x | -0.6% | 9.6% | 0.3%
Cn1c(N)c(C(=O)COC(=O)CNC(=O)c2ccccc2F)c(=O)n(C)c1=O across the screens: 17.4% | i | -1.3% | -0.9% | -9.4 | -18.1% | -41.3% | 4.5% | 6.1%
COc1ccc(COc2cc(-c3cccc(OC)c3)nc3ccc(NC(=O)c4ccc(Cl)cc4)cc23)cc1 across the screens: u | u | u | u | 103.6 | -19.4% | -0.2% | 25.9µM* | 23.1µM*
